Screens as filed in PubChem.
mouse EphA4 binding = inhibitors of EphA4 binding to KYL peptide, primary screen, biochemical, colorimetric, mouse EphA4 (AID 689); actives 0.1% (n = 62,000); Ephrin type-A receptor 4 (Mus musculus); EphA4-AP binding to KYL peptide, pNPP A405; higher % means a stronger effect; one-dose inhibition, % at 10 µM; IC50 in µM for titrated hits; in the data active = a potency from the dose series; inactive = the rest, 99 in 100 with inhibition below about 22%
An asterisk follows results filed as active; & = joins results of further samples.

SMILES	mouse EphA4 binding
Cc1ccc(/C=c2\sc3n(c2=O)CN(c2ccc(Br)cc2)CN=3)o1	0.5%
CCCCn1c(SCC(=O)OC)nc2c1c(=O)n(C)c(=O)n2C	-19.3%
Cc1cc(Cl)ccc1Oc1ncc(-c2ccc(Cl)cc2)cn1	-6.8%
CCOC(=O)c1c(NC(=O)/C=C/c2ccco2)sc(C)c1C	-13.9%
c1ccc(OCCSc2nnnn2C2CCCCC2)cc1	-4.7%
O=C(O)C(Cc1ccccc1)NS(=O)(=O)c1ccc2c(c1)OCCO2 (configuration not stated)	-5.4%
N#CC1(c2ccc(NC(=O)c3ccccc3)cc2)CCCC1	-8.1%
CC1CC/C(=C\c2ccc3c(c2)OCO3)C(=O)/C1=C/c1ccc2c(c1)OCO2 (configuration not stated)	10.9%
COc1cc(CCC(=O)N2CCN(c3ccc(N4CCOCC4)nn3)CC2)cc(OC)c1OC	-15.1%
Cc1c(C)c2ccc(OCC(=O)O)cc2oc1=O	-1.2%
Cc1ccc(Oc2ccc(-c3nc(N)nc(N)n3)cc2)cc1C	-6.6%
Cc1ccc(-n2c(SCC(=O)NCc3ccc4c(c3)OCO4)nnc2-c2cccnc2)c(C)c1	-5.9%
Cc1ccc(C(C(=O)NC(C)(C)C)N(C(=O)c2csnn2)c2ccccc2F)o1 (configuration not stated)	-4.2%
CC(C)(C)C(=O)NC(NC(=S)Nc1sc2c(c1C#N)CCCC2)C(Cl)(Cl)Cl (configuration not stated)	-7.4%
CC(C)Cc1nc2oc3c(NCC4CCCO4)ncnc3c2c2c1CCC2 (configuration not stated)	-10.9%
Cc1cc(=O)n2[nH]c(C(=O)O)nc2n1	-12.3%
COCCNC(=O)COc1cccc(Oc2ccccc2)c1	-27.9%
COC(=O)CN1C(=O)S/C(=C/c2cc(C)n(C)c2C)C1=O	-9.7%
Cc1cc(C)c2c(=O)n(CC(=O)N3CCC(N4CCCCC4)CC3)sc2n1	-19.0%
C=CCOC(=O)C1=C(C)NC(C)=C(C(=O)OCC=C)C1c1cccs1	-15.7%&4.1%
O=c1c2ccccc2nc(SCc2ccccc2)n1Cc1ccco1	14.7%
COC(=O)[C@H](CCSC)NC(=O)Nc1ccc(C)c(C)c1	-8.7%
CCN(CC)CCN1C(=O)C(=O)/C(=C(/O)c2c(C)[nH]c(C(=O)OC)c2C)C1c1ccc(OC)cc1 (configuration not stated)	-2.7%
Cc1ccc(C(=O)O)cc1NC(=O)C1CCCN1S(=O)(=O)c1cccc2nsnc12 (configuration not stated)	7.5%
CSc1nc(Sc2ccc(Cl)cc2)c2ccccc2n1	-5.4%
Remaining list, next part.
SMILES	mouse EphA4 binding
Cc1cccc(/C=C2/S/C(=N/N=C3\CC4CCC3(C)C4(C)C)NC2=O)c1 (configuration not stated)	-8.8%
Cc1cc(NC(=O)COC(=O)COc2cccc3c2OC(C)(C)C3)no1	-9.3%
Cc1nc(N/N=C/c2ccccc2)nc(N(C)c2ccccc2)c1[N+](=O)[O-]	-5.9%
CC(=O)c1cccc(S(=O)(=O)N(CCCO)Cc2cc3ccc(C)cc3[nH]c2=O)c1	-35.5%
Cc1ccccc1N(C(=O)Cn1nnc2ccccc21)C(C(=O)NCc1ccco1)c1ccncc1 (configuration not stated)	-11.8%
COc1c(F)c(F)c(C(=O)O)c(Nc2ccccc2C)c1F	-15.3%
CC1=C(C(=O)N2CCOCC2)C(c2cccs2)NC(=O)N1 (configuration not stated)	-11.2%
N#C/C(=C\c1ccc(N2CCOCC2)o1)c1nc2ccccc2[nH]1	0.8%
CCN(CC)CCN(CC)Cc1ccccc1Br	-11.3%
O=C(NCCc1ccc(S(=O)(=O)N2CCCC2)cc1)c1cccs1	-9.5%
CCCCC(c1nnnn1C1CCCC1)N1CCN(C2CCCC2)CC1 (configuration not stated)	3.5%
COc1ccc(C(=O)Nc2ccccc2C(=O)NC(C)C)cc1OC	3.3%
CC1(C)CC(CC(=O)NC(=S)Nc2ccc([N+](=O)[O-])cc2)C(=O)O1 (configuration not stated)	-9.9%
CC1(C)CC(=O)C(C=NCCC2=CCCCC2)=C(O)C1	-2.7%
CC(=O)c1cccc(NC(=O)Nc2cccc3ccccc23)c1	-4.3%
CNC(=O)NC(=O)CSc1nc2cc(C(=O)OC)ccc2c(=O)n1-c1ccccc1	0.9%
CCC(C)(C)n1nnnc1CN(Cc1cc2cc(OC)ccc2[nH]c1=O)C1CCCC1	-6.6%
CCOC(=O)c1cn(-c2nc(-c3ccc(Cl)cc3)cs2)c2c(F)c(N3CC(C)OC(C)C3)c(F)cc2c1=O (configuration not stated)	-20.2%
CN(/N=C/c1ccncc1)c1cnn(-c2ccc(F)c(Cl)c2)c(=O)c1Cl	8.1%
O=C(O)CCCNc1cc(N2CCC3(CC2)OCCO3)c2noc3c2c1C(=O)c1ccccc1-3	1.6%
Cc1cc(C)c(NC(=O)NC(=O)c2ccc(F)cc2)c(C)n1	0.0%
CCN(CC)S(=O)(=O)c1ccc(Cc2ncc(C(F)(F)F)cc2Cl)s1	-3.4%
Cc1noc(C)c1COC(=O)c1cc(F)c(F)cc1Cl	-14.1%
Nc1nnc(SCC(=O)NCc2ccccc2)s1	-8.1%
Cc1cc(C)n(-c2cccc(Cl)c2)c(=O)c1C#N	-6.6%
Following part
SMILES	mouse EphA4 binding
C=CCN1C(=O)C2C(C(=O)NC3CCCCC3)C3C=CC2(O3)C1C(=O)NC1CCCC1 (configuration not stated)	-4.5%
Cc1ccc2cc(C(c3nnnn3C(C)(C)C)N3CCCCCC3)c(=O)[nH]c2c1 (configuration not stated)	9.5%
CC(C)OCCCNC(=O)CCc1nc(-c2ccccc2)no1	0.8%
Cc1ccc(C(=O)N/C(=C\c2ccc(Cl)cc2)C(=O)NCc2ccncc2)cc1	-3.6%
O=C1CCC(=O)N1c1ccc(CSc2nc3ccccc3[nH]2)cc1	-4.6%
CN(C)CCOc1nc(-c2ccccc2)nc2c1oc1ccccc12	8.8%
O=C(CSc1nc2ccccc2o1)c1ccc2c(c1)Cc1ccccc1-2	-12.9%
Cc1cc(C)cc(NC(=O)c2nccnc2C(=O)O)c1	-7.8%
c1ccc(-c2nc3nc4ccccc4nc3n2Cc2ccco2)cc1	-8.1%
CCN(CC)S(=O)(=O)c1ccc(NC(=O)COC(=O)c2ccc(Br)o2)cc1	-3.4%
N#Cc1cc2c(nc1SC1CCCCC1O)CCCC2 (configuration not stated)	-9.3%
CCN(CC)S(=O)(=O)c1ccc(C(=O)NCc2n[nH]c(=S)n2Cc2ccccc2)cc1	-8.4%
CC1(C)Cc2c(sc3nn[nH]c(=O)c23)CO1	0.7%
COc1ccc(CNC(=O)c2cc(OC)cc(OC)c2)cc1	-2.8%
CCOC(=O)/C(=C\c1ccccc1)C(=O)c1cc(C(C)=O)c(Nc2ccccc2)s1	11.3%
Cc1ccccc1NC(=S)NC1CC2CCC(C1)N2Cc1ccco1 (configuration not stated)	-18.9%
COC(=O)C1CCN(C(=O)Cc2ccc(C)cc2)CC1	5.7%
COc1ccc(S(=O)(=O)N(CCc2ccccc2)CC(=O)N2CCOCC2)cc1	-12.1%
COc1cc(NS(=O)(=O)c2ccc(F)cc2)c(OC)cc1NC(=O)C1CC1	-10.6%
COC(=O)c1ccc(NC(=O)COc2ccc3ccccc3c2)cc1	0.6%
COc1ccc(C2Nc3ccccc3C(=O)N2Cc2ccco2)cc1 (configuration not stated)	-2.5%
CC(C)c1ccc(/C=C/C(=O)Nc2nc3ccc([N+](=O)[O-])cc3s2)cc1	-3.1%
COC(=O)c1nc(NC(=O)c2ccccc2)n[nH]1	-13.7%
CC(C)NC(=O)NCC12CC3CC(CC(C3)C1)C2	-1.1%
CCN(CC)c1ccc(NC(=O)C2CCCN(S(=O)(=O)c3cccnc3)C2)c(C)c1 (configuration not stated)	-9.5%

5 consecutive entries out of the list so far, quoted:
SMILES	mouse EphA4 binding
CCN(CC)S(=O)(=O)c1ccc(NC(=O)COC(=O)c2ccc(Br)o2)cc1	-3.4%
N#Cc1cc2c(nc1SC1CCCCC1O)CCCC2 (configuration not stated)	-9.3%
CCN(CC)S(=O)(=O)c1ccc(C(=O)NCc2n[nH]c(=S)n2Cc2ccccc2)cc1	-8.4%
CC1(C)Cc2c(sc3nn[nH]c(=O)c23)CO1	0.7%
COc1ccc(CNC(=O)c2cc(OC)cc(OC)c2)cc1	-2.8%

The results go on:
SMILES	mouse EphA4 binding
Nc1nnc(COc2ccc(Br)cc2Br)s1	-6.4%
CCC(=O)N1CCN=C1SCc1ccccc1Cl	-6.7%
CCOC(=O)C1CCCN(c2ncnc3c2cnn3-c2ccc(Cl)cc2)C1 (configuration not stated)	-11.8%
CCc1nc(C)cn1S(=O)(=O)c1cc(Br)ccc1OC	3.3%
CN(C)c1ccc(-c2noc(C3CCN(S(=O)(=O)c4cccc(C(=O)O)c4)CC3)n2)cc1	-10.5%
COc1cccc(N2C(=O)C3CCCN3C2c2ccc(F)cc2)c1 (configuration not stated)	6.1%
Cc1cc(C)c(C)c(C(=O)CSc2nnc(C)c(=O)[nH]2)c1C	-18.3%
COc1cccc(C(=O)N(CN2CCCC2=O)c2ccccc2OC)c1	-17.0%
CCC(=O)N1CCc2cc(Br)cc(S(=O)(=O)CCC(=O)NCCOC)c21	-7.9%
CCc1cccc(C)c1NC(=O)C(c1ccccc1)N1CCC1=O (configuration not stated)	4.7%
CN(C)/C=C1/CCc2c([nH]c3ccccc23)C1=O	4.4%
c1ccc(Cc2nnc(Sc3ccccc3)c3ccccc23)cc1	-21.0%
Cc1nc(CS(=O)c2ccccc2)cc(N2CCOCC2)n1 (configuration not stated)	-3.0%
CCOC(=O)c1cc(CC)sc1N	-13.1%
Cc1cc(/C=N/n2cnnc2)c(C)n1-c1ccccc1	-5.5%
CC(=O)NC1(c2cccc(F)c2)CCN(CC(=O)NC(C)C)CC1	-13.0%
c1ccc(OCCN2C3=NCCN3c3ccccc32)cc1	-0.3%
CCc1ccc(C(C(=O)NCc2ccc(OC)cc2)N(CCOC)C(=O)Cc2cccs2)cc1 (configuration not stated)	-10.1%
COC(=O)C1CC(=O)OC1c1ccccc1 (configuration not stated)	-6.3%
CCOc1ccc(C(=O)N2CCC(Cc3ccccc3)CC2)cc1OCC	-5.9%
Cc1ccc(-n2c(C)cc(/C=C3\NC(=O)NC3=O)c2C)cc1C	-3.4%
CCCCOc1ccc(C(=O)Nc2ccc(-c3nc4ncccc4o3)cc2)cc1	-1.0%
O=C(NCCN1CCOCC1)c1cc2ccccc2o1	-11.3%
COc1ccc(N(CC(=O)Nc2ccc3c(c2)OCCO3)S(C)(=O)=O)c(OC)c1	6.8%
CC(=O)NC(c1ccccc1)C1C(=O)N(c2ccccc2)N=C1C (configuration not stated)	-0.3%

Of the compounds above, these contain a nitro group on carbon.
SMILES	mouse EphA4 binding
Cc1nc(N/N=C/c2ccccc2)nc(N(C)c2ccccc2)c1[N+](=O)[O-]	-5.9%
CC1(C)CC(CC(=O)NC(=S)Nc2ccc([N+](=O)[O-])cc2)C(=O)O1 (configuration not stated)	-9.9%
CC(C)c1ccc(/C=C/C(=O)Nc2nc3ccc([N+](=O)[O-])cc3s2)cc1	-3.1%

(more compounds)
SMILES	mouse EphA4 binding
CCCCN1C2=C(C(=O)CCC2)C(c2ccc(Cl)c(Cl)c2)C2=C1c1ccccc1C2=O (configuration not stated)	-7.4%
CC1CN(S(=O)(=O)c2cccc(C(=O)OCC(=O)Nc3ccc4c(c3)OCO4)c2)CC(C)O1 (configuration not stated)	-4.6%
COc1ccc(C2(CN(C(C)=O)C(C)=O)CCCC2)cc1OC	0.1%
O=C(OCn1ncc(Cl)c(Cl)c1=O)c1ccc(C(F)(F)F)cc1	-5.9%
C=CCC1(NCc2ccco2)CCN(CC)CC1	-12.7%
Cc1onc(-c2c(Cl)cccc2Cl)c1C(=O)Nc1ccc(N(C)C)cc1	4.9%
CCOC(=O)c1sc(N(Cc2ccccc2)C(=O)CN2C(=O)CN(C)C2=O)nc1C	-3.7%
O=C(O)CSc1c2c(nc3cc(C(=O)N4CCOCC4)ccc13)CCCC2	-4.4%
Cc1ccc(CNC(=O)c2cccc([N+](=O)[O-])c2)cc1	-11.7%
COc1ccccc1N(C(C)=O)C1SC(=O)N(c2ccccc2)C1=O (configuration not stated)	-4.6%
COc1cc(CNCc2ccccn2)ccc1OCc1cccc(Cl)c1	-0.4%
COc1cccc(NC(=O)c2ccc3c(c2)N(CC(=O)N2CCCCC2)C(=O)C(C)(C)O3)c1	-22.5%
CCOc1ncccc1C(=O)OCC(=O)Nc1cc(C(=O)OC)ccc1C(=O)OC	-29.2%
CCNc1ccc(C(=O)OCC)cc1NC(=O)c1cccc(S(=O)(=O)N2CCOCC2)c1	-6.2%
CCOc1cc(C2Nc3ccccc3C(=O)N2Cc2ccco2)ccc1O (configuration not stated)	-0.6%
C=CCn1c(Cc2cccs2)nnc1SCC(=O)c1cccc(Br)c1	-23.7%
CCC(C)C(NC(=O)OC(C)(C)C)C(=O)NC(Cc1ccccc1)C(=O)OC (configuration not stated)	-6.7%
CC(C)CC(=O)N1CCN(C(=O)CCC2CCCC2)CC1	-1.4%
O=[N+]([O-])c1ccc(-c2nc(-c3ccccc3)c(-c3cccs3)[nH]2)cc1	20.7%
CC(C)NC(=O)c1onc(CSc2cccc3ccccc23)c1C(=O)O	2.0%
CSc1nnc(Cn2c(=O)sc3ccccc32)n1-c1ccccc1	-6.8%
CCOC(=O)CC(NC(=O)c1ccc(C)cc1)c1ccc(C)cc1 (configuration not stated)	-12.2%
Cc1ccc(S(=O)(=O)NC(=O)Nc2ccccc2F)cc1	-5.8%
CC(=O)Nc1ccc(S(=O)(=O)N(C)CC(=O)Nc2ccccc2N2CCOCC2)cc1	0.6%
O=C(N1CCN(CCO)CC1)N1c2ccccc2C=Cc2ccccc21	-9.0%
COc1ccc2c(-c3ccccc3)cc3nnnn3c2c1	-19.0%
CCOC(=O)CSC1=C(C#N)C(c2ccccc2OCC)C(C#N)C(=O)N1 (configuration not stated)	-16.3%
CC(C)[C@H](NC(=O)NCCc1ccc(F)cc1)C(=O)O	2.0%
COc1ccc(C)cc1NC(=O)c1ccc(NC(=O)CC2SC(N3CCCC3)=NC2=O)cc1 (configuration not stated)	-2.0%
O=C(NCCc1ccccc1)C1CCN(S(=O)(=O)c2cccc3nonc23)CC1	-1.9%

An excerpt, so the mix of outcomes need not match the whole.
